Nrf2 ARE act: activates Nrf2 signaling; Potency, µM (highest dose often 46.1 µM), for the others: at the highest dose activation, hits mostly activators; AREc32 ARE-luciferase reporter (MCF7-derived line), luminescence, 24 h; actives 0.31% (n = 410,000); AID 624171; note: potency is the fitted concentration of half-maximal effect; % of control where 0% means no effect; nearly all actives have a fitted effect of over 65% in size
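ARE-driven firefly luciferase activity in AREc32 cells measured after a 24 hr compound exposure at 37 deg C, using Steady-Glo reagent and a 30 min room-temperature hold.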
TGFb SMAD3 inh: TGF-b pathway inhibition | HepG2 CAGA-GFP TGF-b/SMAD3 reporter, GFP fluorescence, 18 h; TGF-beta stimulated, 500 pg/mL final | Potency, µM (titrated, usually from 46.1 µM), without a hit: top-dose activity, negative = inhibition, usual class: inhibitors | actives 1.2% (n = 410,000) | AID 588855; note: potency is the fitted concentration of half-maximal effect; % is set by controls: 0 for no effect and ±100 for the full control effect; nearly all actives have a fitted effect of over 65% in size
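Read-out: total well GFP (ex488/em500-530) summed from mean per-cell fluorescence. Cells: HEPG2 CAGA-GFP, 1% FBS DMEM, 18 h at 37 degrees C with 500 pg/mL final TGF-beta. Unstimulated wells served as the full-inhibition control; stimulated DMSO wells = 0%.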
ATXN2 expr inh: ATXN2 expression inhibition. HEK-293 ATXN2-luciferase reporter, luminescence, 24 h. Potency, µM (series often up to 57 µM), without a hit: top-dose activity change, negative = inhibition, most hits filed as inhibitors. actives 0.72% (n = 360,000). AID 1745845; note: potency is the fitted concentration of half-maximal effect; % is set by controls: 0 for no effect and ±100 for the full control effect; nearly all actives have a fitted effect of over 55% in size
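ATXN2-luciferase reporter cells (luciferase flanked by upstream and downstream ATXN2 gene portions) were treated 24 h at 37 °C with compounds at up to 57 uM. SteadyGlo luminescence gave expression; GF-AFC fluorescence gave viability.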
IL-1B inflam inh: inhibitors of inflammasome signaling (IL-1 beta secretion); THP-1 LPS/ATP IL-1B secretion, AlphaLISA, 16 h; active compounds read low; activity change, % at 57.5 µM; actives 4.7% (n = 360,000); in the data active = activity change below about -50%; inconclusive = mostly about -30% to -49%; note: % is set by controls: 0 for no effect and ±100 for the full control effect
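THP-1 cells pretreated 1 hr with compounds (up to 57.5 uM final), then stimulated with LPS (250 ng/mL final) plus ATP (1.25 mM final); secreted IL-1B measured by AlphaLISA after 16 hr, decreased signal indicating inhibition.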
A549 viability: kills or reduces viability of A549 cells in Nrf2 counter-screen; A549 ARE-Fluc cells, CellTiter-Fluor viability, 18-24 h; actives 0.16% (n = 390,000); Potency, µM (highest dose often 46 µM), inactives show at the top dose activity change, negative = cytotoxicity, usual class: inhibitors; note: potency is the fitted concentration of half-maximal effect; % is set by controls: 0 for no effect and ±100 for the full control effect
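A549 ARE-Fluc cells in 5% FBS OPTI-MEM, 5000 cells/well, rested 2 h then exposed to compounds in concentration-response for 18-24 h at 37 °C. Viability by CellTiter-Fluor fluorescence (Ex 405/Em 525) after 30 min; luciferase luminescence (BugLite, 15 min, RT) read afterwards.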
ATXN viability: cell viability loss in ATXN counter-screen; actives 0.49% (n = 400,000); S2 cells (HEK-293 line with an ATXN2-luciferase reporter) viability, CellTiter-Fluor protease fluorescence, 24 h; Potency, µM (doses to about 56.7 µM), usual class: cytotoxic; note: potency is the fitted concentration of half-maximal effect; nearly all actives have a fitted effect of over 40% in size
Nrf2 block: inhibitors of Nrf2 signaling | Potency, µM (doses to about 46 µM), for inactives: at the top dose activity change, negative = inhibition, usual class: inhibitors | actives 2.1% (n = 360,000) | A549 ARE-Fluc reporter, luciferase luminescence, 18-24 h; note: potency is the fitted concentration of half-maximal effect; % is set by controls: 0 for no effect and ±100 for the full control effect; nearly all actives have a fitted effect of over 60% in size
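A549 ARE_Fluc cells (5000/well, 5% FBS OPTI-MEM) pre-incubated 2 h, then treated with compounds 18-24 h at 37C/5% CO2 in concentration-response. CellTiter-Fluor viability read first; BugLite luciferase luminescence after 15 min at room temperature gives Nrf2 activity.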
MCF10A rereplic: induces DNA re-replication in MCF 10a normal breast cells. MCF 10A DNA re-replication, Hoechst nuclear intensity, 48 h. Potency, µM (doses to about 46.1 µM), without a hit: top-dose activity, positive = re-replication, most hits filed as activators. actives 2.9% (n = 350,000). AID 624296; note: potency is the fitted concentration of half-maximal effect; % of control where 0% means no effect; nearly all actives have a fitted effect of over 50% in size
HepG2 tox: kills HepG2 cells in TGF-b inhibitor counter-screen. HepG2 CAGA-GFP viability, ATP luminescence, 18 h. Potency, µM (highest dose often 46.1 µM), without a hit: top-dose activity change, negative = cytotoxicity, actives largely listed as cytotoxic. actives 0.76% (n = 410,000); note: potency is the fitted concentration of half-maximal effect; some results filed as inactive show a strong effect at the top dose
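HepG2 CAGA-GFP cells (1000/well, DMEM with 1% FBS) received compound, then TGF-beta at 500 pg/mL final, and were incubated 18 hours at 37 degrees C. Viability was read by CellTiter-Glo luminescence. Media-only wells were set as complete cell-killing and DMSO as no toxicity.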
* = called active by the depositor; i = inactive; ? = inconclusive; . = not tested or not shown; [ ] = dose if it differs, or a comment. Unless noted, calls come from the whole dose curve; as a rule, active = well fitted curve in the direction sought with a large enough effect; inconclusive = small, poorly fitted or top-dose-only effect, or another doubt; inactive = no such curve, though single readings can be large; an effect the other way counts as inactive or inconclusive. The order is random; about 8.8% have a hit in one of these screens.

SMILES	Nrf2 ARE act	TGFb SMAD3 inh	ATXN2 expr inh	IL-1B inflam inh	A549 viability	ATXN viability	Nrf2 block	MCF10A rereplic	HepG2 tox
Cc1ccc(S(=O)(=O)N2CCN(C(=O)c3n[nH]c(=O)c4ccccc34)CC2)c(C)c1	-0.1%	-11%	-6%	-6	3%	i	5%	-8%	-5%
Cc1cc(C)n(-c2nc(-c3ccc(Cl)cc3)cs2)n1	3.9%	3%	39%[activator]	26	2%	i	?	2%	-2%
CCCCCc1c(C)nc(N2CCc3ccccc32)[nH]c1=O	-0.5%	10%	0%	4	0%	?	4%	-4%	7%
COc1ccccc1NS(=O)(=O)c1cccc(N=C2N=C(N)c3ccccc32)c1	11%	?	.	-66*	-13%	?	-18%	24%	-65%
COc1cccc(NC(=O)c2nc(S(C)(=O)=O)ncc2Cl)c1	-1.3%	16µM*	?	-101*	?	?	-20%	5.8µM*	-96%
COc1cccc(CNC(=O)CSCc2cnn(-c3ccccc3)c2-n2cccc2)c1	0.3%	-13%	-7%	-9	1%	i	?	194%[0.0737 µM]	-19%
CN(c1ccccc1)S(=O)(=O)c1ccc(-c2ccccc2)cc1	0.2%	?	-10%	35	-8%	i	3%	?	-21%
COc1ccc(NCc2cc3ccc(OC)cc3n(CC(=O)Nc3ccc(C)c(C)c3)c2=O)cc1	0.1%	2%	4%	.	10%	i	25%	.	-15%
Cc1sc(NC(=S)NC(=O)c2cccs2)nc1-c1ccc(CC(C)C)cc1	-0.3%	19%	0%	40	-3%	i	.	-15%	1%
Cn1cc(SCC(=O)NC2CCCCC2)c2ccccc21	-0.1%	14%	5%	2	-2%	i	-4%	-10%	1%
CC(C)(C)NC(=O)CC1C[C@H](C(=O)N2CCCCC2)[C@@]2(CCc3ccccc3)c3[nH]c4ccccc4c3CCN2C1=O (stereo not given in full)	-0.9%	4%	-1%	-12	3%	i	-6%	-11%	-1%
CC(=O)Nc1ccc(S(=O)(=O)NCCOc2ccc(Cl)cc2C)cc1	5.3%	-14%	-20%	-17	2%	i	?	-12%	-12%
Cc1ccc(S(=O)(=O)N(C)CC(=O)N/N=C/c2ccc(C)o2)cc1	1.8%	1%	-10%	0	6%	i	9%	29%	-6%
Cc1nc(SCc2cccc(F)c2)c2oc3ccccc3c2n1	-0.2%	-10%	-15%	39	6%	i	-3%	2%	0%
COc1cc(CN(C)CC(=O)c2[nH]c(C)c(C(C)=O)c2C)ccc1OC(F)F	2.5%	-11%	-16%	-28	-15%	i	.	-1%	2%
Oc1ccc2ccccc2c1CN1CCN(C/C=C/c2ccccc2)CC1	0.2%[9.22 µM]	-34%	23%	-77*	-1%	i	7%	-17%	-23%
CC(C)N1C(=O)c2ccccc2C1C(=O)NCCc1ccccc1 (stereo not given)	-0.3%	29%	-7%	14	-4%	i	-4%	1%	0%
CCOc1ccc(-c2nnc3ccc(SCC(=O)Nc4nc5ccc(C)cc5s4)nn23)cc1	-0.4%	?	-8%	33	-1%	i	-14%	?	2%
C=C(C)CCC(C)N1CCC(n2nccc2NC(=O)CCCc2ccccc2)CC1 (stereo not given)	2.9%	-18%	0%	-7	10%	i	-6%	14%	-4%
COc1ccc(C(=O)NCC2OCCc3ccccc32)c(O)c1 (stereo not given)	0.7%	-18%	22%	-20	-2%	i	7%	12%	0%
CC1CCCCC1NC(=O)c1cccc(NC2=NC3CS(=O)(=O)CC3S2)c1 (stereo not given)	-0.8%	0%	-27%	-9	3%	i	5%	2%	-1%
Cc1cc(C)n2c(SCCO)nnc2n1	0.4%	-2%	8%	19	0%	i	-12%	-4%	-2%
Cc1noc(C)c1S(=O)(=O)Nc1ccc(C(=O)Nc2ccc(C(C)C)cc2)cc1	0.4%	4%	-13%	.	2%	i	-21%	.	-62%
CCn1cc(SCC(=O)NC2CCCC2)c2ccccc21	-0.7%	0%	2%	6	-4%	i	8%	9%	3%

Look-ups from above.
CC(C)N1C(=O)c2ccccc2C1C(=O)NCCc1ccccc1 (stereo not given) – TGFb SMAD3 inh = 29%
CCOc1ccc(-c2nnc3ccc(SCC(=O)Nc4nc5ccc(C)cc5s4)nn23)cc1 – IL-1B inflam inh = 33

Further records.
SMILES	Nrf2 ARE act	TGFb SMAD3 inh	ATXN2 expr inh	IL-1B inflam inh	A549 viability	ATXN viability	Nrf2 block	MCF10A rereplic	HepG2 tox
O=C(O)CCC(=O)NC1CCCCCCC1	0.3%	-3%	2%	-10	0%	i	-3%	1%	1%
Cc1nc(S(=O)(=O)c2ccc(Cl)cc2)c(N(C)C)o1	-0.9%	-18%	.	6	0%	i	-13%	4%	4%
CCN1CCC(N(Cc2ccc3c(c2)OCO3)C(=O)Nc2cc(F)ccc2F)CC1	5.8%	-17%	-9%	.	-4%	i	?	.	-19%
COc1cc(C)c(S(=O)(=O)N2CCOCC2)cc1C	-0.4%	-12%	3%	28	-4%	i	3%	3.3µM*	8%
CCOc1ccc(NC(=O)N2CCC(CN3CCC(C)CC3)CC2)cc1	0.3%	18%	1%	.	12%	i	?	.	-5%
COc1ccc(CCNC(=O)c2nc(-c3ccc(Cl)cc3)n3c2CCCCC3)c(OC)c1	3.5%	8.9µM*	?	.	-18%	?	?	.	-25%
O=C(CSCc1c(Cl)cccc1Cl)Nc1cccnc1	0.0%	-15%	-18%	2	2%	?	-15%	-1%	7%
COc1ccccc1-c1cccc(-c2nc(C(=O)N3CCCCC3)cc3c2[C@H](CCO)N(S(=O)C(C)(C)C)C3)c1 (stereo not given in full)	-0.2%	-9%	-18%	-9	.	?	.	.	5%
Cc1nc(-c2cccnc2)sc1C(N)=O	0.1%	-2%	-17%	0	1%	i	-12%	-3%	10%
CCOC(=O)C1CCCCN1Cc1ccc(F)c(Br)c1 (stereo not given)	-0.7%	5%	-13%	0	-11%	i	-6%	2%	-10%
c1ccc(-n2nnnc2SCc2cn3ccccc3n2)cc1	2.2%	-21%	-9%	-25	2%	i	2%	8%	-23%
C[C@@H]1CN(c2nc3nonc3nc2N2CCSCC2)C[C@H](C)O1	0.2%	-5%	-5%	-7	4%	i	5%	?	-7%
COc1ccc(N=c2oc3c(OC)cccc3cc2C(=O)NCc2ccco2)cc1OC	5.3%	13%	-2%	19	-11%	i	11%	?	1%
CCCN(CCC)S(=O)(=O)c1ccc(C(=O)NCc2n[nH]c(=S)n2-c2ccc(Cl)c(Cl)c2)cc1	-1.1%	-2%	.	0	6%	i	?	?	13%
Cc1ccc(C2CC(c3cccs3)=NN2C(=O)CCl)cc1 (stereo not given)	4.6%	?	?	-106*	-26%	.	?	?	-95%
C[C@]12c3[nH]c4ccccc4c3CCN1C(=O)C(CC(=O)NCCN1CCOCC1)C[C@@H]2C(=O)N1CCOCC1 (stereo not given in full)	0.3%	-1%	-4%	13	0%	i	7%	-23%	1%
Cc1cc(NS(=O)(=O)c2ccc(NC(=O)C(C)N3C(=O)c4ccccc4C3=O)cc2)nc(C)n1 (stereo not given)	-0.6%	5%	0%	3	10%	i	0%	1%	-28%
Cc1ccc(C(=O)N(CC(=O)NC2CCCC2)c2ccc3c(c2)OCCO3)s1	-0.1%	-2%	.	-28	4%	i	3%	-3%	-15%
Cc1ccc[n+](CC(=O)c2ccc(Br)cc2)c1	0.7%	-5%	151%[activator]	22	-4%	i	23µM*	-19%	0%
CCc1ccc(-c2csc3ncn(CC(=O)N4CCOCC4)c(=O)c23)cc1	-0.3%	-2%	-6%	?	-9%	i	8%	-2%	-17%
COc1ccc(C=C2CS(=O)(=O)CC(=Cc3ccc(OC)cc3)C2=O)cc1	?	5µM*	.	-107*	.	?	.	.	-82%
Cc1c(C(=O)O)sc2nc(-c3cccs3)cc(C(F)(F)F)c12	19%	4%	-4%	-10	-2%	i	?	16%	-16%
COc1ccc(-c2nc(-c3ccc(NC(=O)c4ccc(Br)o4)cc3)no2)cc1OC	4.1%	?	?	-18	-14%	18µM*	.	2.6µM*	-59%
CCc1sc(NC(=O)CCC(=O)O)nc1-c1cc2ccccc2oc1=O	0.8%	23%	.	23	-4%	i	1%	-1%	34%
CCOC(=O)c1cnc(SCC(=O)OCC(=O)N(CC)C2CCS(=O)(=O)C2)nc1N (stereo not given)	-0.6%	-16%	-10%	16	-3%	i	0%	5%	-2%
Cc1ccc(S(=O)(=O)N2CCOCC2)cc1NC(=O)COC(=O)Cn1c(C)csc1=O	0.5%	-9%	-3%	3	1%	i	10%	-1%	2%
CC1CC(C)CN(CC(=O)Nc2ccc(S(N)(=O)=O)cc2)C1 (stereo not given)	0.1%	6%	-4%	3	-1%	i	.	0%	-7%
CCn1cc(/C=C/C(=O)Nc2c(C)nn(Cc3ccccc3C)c2C)cn1	6.3%	-2%	1%	4	1%	i	5%	-3%	13%
CC1(Cc2cn(CCC#N)c3ccccc23)OCCO1	-0.3%	1%	3%	17	-3%	i	-2%	-2%	3%
CC(=O)N1CCCc2cc(S(=O)(=O)N3CCCC(C(=O)Nc4ccc(F)cc4F)C3)ccc21 (stereo not given)	3.4%	?	-19%	.	-1%	i	.	.	-36%
COc1ccc(C2=NO[C@@H]3C(=O)N(Cc4ccccc4)C(=O)[C@H]23)cc1OC	-0.5%	-11%	-6%	-16	0%	i	-7%	9%	-2%

Compound activity deposited in PubChem BioAssay by National Center for Advancing Translational Sciences (NCATS).
